Screening results as filed in PubChem BioAssay.
BCR signal inh = inhibitors of chronic active B-cell receptor signaling | ABC-DLBCL IkBa-CBG/CBR reporter, luminescence ratio, 4 h | Potency, µM (highest dose often 46.1 µM), without a hit: at the top dose ratio change, negative = lower green/red ratio, usual class: inhibitors | 340,000 compounds, 0.05% hits | AID 493014; active = well fitted inhibition curve with a large enough effect in the signal ratio, with a control signal flat, not every such curve was filed as active; inconclusive = small, poorly fitted or top-dose-only effect, or effect the other way, or a change in a side signal; the % refers to the signal ratio;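 note: potency is the fitted concentration of half-maximal effect; plate controls were basal doxycycline-induced cells for no effect and cells given 10 µM MG132 for full effect; MG132 reads +100%, hits lower the ratio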
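TMD8 human ABC-DLBCL cells with doxycycline-inducible IκBα–green luciferase fusion and unfused red luciferase, in 0.5% FBS medium; compounds up to 46 uM, 4 h at 37C. Green/red luminescence ratio, filter-overlap corrected, fitted to concentration-response curves.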
Eya2 inh = blocks the phosphatase activity of human Eya2 | O00167 | Potency, µM (top dose mostly 76.9 µM), inactives show at the top dose activity, negative = inhibition, most hits filed as inhibitors | recombinant Eya2, OMFP fluorescence dephosphorylation (OMFP is methylfluorescein phosphate) | 330,000 compounds, 0.006% hits; note: potency is the fitted concentration of half-maximal effect; % is set by controls: 0 for no effect and ±100 for the full control effect
Target sequence (O00167 whole entry, looked up): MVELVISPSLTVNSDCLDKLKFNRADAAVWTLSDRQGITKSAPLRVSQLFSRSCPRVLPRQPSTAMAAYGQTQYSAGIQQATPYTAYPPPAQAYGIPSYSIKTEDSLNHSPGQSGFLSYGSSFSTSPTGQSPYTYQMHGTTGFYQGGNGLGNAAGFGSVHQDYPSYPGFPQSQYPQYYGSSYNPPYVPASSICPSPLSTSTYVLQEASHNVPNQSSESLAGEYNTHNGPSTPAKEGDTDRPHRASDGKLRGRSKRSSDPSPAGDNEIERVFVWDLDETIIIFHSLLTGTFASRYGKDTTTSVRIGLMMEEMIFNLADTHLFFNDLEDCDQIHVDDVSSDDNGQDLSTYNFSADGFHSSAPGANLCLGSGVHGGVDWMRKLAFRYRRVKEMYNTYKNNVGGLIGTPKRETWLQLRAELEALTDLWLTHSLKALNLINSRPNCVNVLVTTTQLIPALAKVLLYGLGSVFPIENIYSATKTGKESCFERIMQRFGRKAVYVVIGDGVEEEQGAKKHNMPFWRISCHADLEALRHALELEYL
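Eya2 protein (added as 0.2 uM solution) was preincubated with compound for 10 min at ambient temperature in 50 mM HEPES pH 7.5, 50 mM NaCl, 5 uM MgCl2, 0.05% BSA, 1 mM DTT. OMFP (added at 50 uM) then reacted 10 min; fluorescence read at 485/525 nm.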
AT treatment = candidate therapy for ataxia-telangiectasia. […] A-T fibroblasts, KAP-1 phosphorylation AlphaLISA; neocarzinostatin DNA damage 30 min before lysis. Potency, µM (top dose mostly 57.5 µM), for inactives: top-dose activation, actives largely listed as activators. 320,000 compounds, 0.19% hits. AID 485349; note: potency is the fitted concentration of half-maximal effect; % of control where 0% means no effect; nearly all actives have a fitted effect of over 45% in size
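ATM-like activity read as KAP-1 phosphorylation via AlphaLISA donor/acceptor antibody pairs after lysis and 6 hr at 25C. Cells were ATM-null patient fibroblasts ([…], hTERT), dosed 60 min, then exposed to the DSB inducer NCS for 30 min.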
Tb PFK inh = T. brucei PFK enzyme inhibition. O15648. T. brucei PFK, ADP-Glo luminescence. 330,000 compounds, 0.17% hits. Potency, µM (highest dose often 57.5 µM), for the others: at the top dose activity, negative = inhibition, most hits filed as inhibitors;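 note: potency is the fitted concentration of half-maximal effect; 0% = uninhibited 1x PFK enzyme wells and -100% = no-enzyme wells; nearly all actives have a fitted effect of over 60% in size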
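In TEA buffer at pH 8.0 with 5 mM MgCl2, enzyme (1.25 nM) converted F6P (0.5 mM) and ATP (0.1 mM) for 45 min at room temperature. ADP product was read by luciferase luminescence.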
ELG1 DNA repair = inhibitors of ELG1-dependent DNA repair in HEK293T cells | HEK293T ELG1-luciferase reporter, luminescence, 16 h; DNA damage induced by 5-fluorouridine | Potency, µM (highest dose often 46.1 µM), for the others: at the top dose activity change, negative = inhibition, most hits filed as inhibitors | 330,000 compounds, 2.3% hits | AID 504467; note: potency is the fitted concentration of half-maximal effect; % is set by controls: 0 for no effect and ±100 for the full control effect; nearly all actives have a fitted effect of over 55% in size
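In this reporter screen, reduction of luminescence relative to DMSO vehicle indicated activity. Compounds and 5-fluorouridine were added together to 2,000 cells per well, incubated for 16 hr at 37 °C, then developed with ONE-Glo.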
ASM inhibitor = blocks human secretory acid sphingomyelinase; placental ASM, HMU-PC fluorogenic substrate, 60 min; Potency, µM (top dose mostly 57.5 µM), for inactives: top-dose activity change, negative = inhibition, actives largely listed as inhibitors; 340,000 compounds, 0.006% hits; AID 504937; note: potency is the fitted concentration of half-maximal effect
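HMU-PC0 cleavage (9 uM final) by human placental ASM, 60 min at 37 °C following 10 min compound exposure at RT; stopped at pH 10, fluorescence Ex 386/Em 447 nm.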
Integrin act MD = integrin-mediated muscular dystrophy alleviation activation. Potency, µM (series often up to 38.3 µM), for inactives: at the top dose activation, actives largely listed as activators. alpha7betagal myoblasts, beta-gal FDG fluorescence, 48 h. 350,000 compounds, 0.064% hits. AID 624291;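 note: potency is the fitted concentration of half-maximal effect; 100% = response of the positive control SU9516; nearly all actives have a fitted effect of over 60% in size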
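alpha7betagal+/- myoblasts (passage 13, 250/well) treated 48 h at 37C with compounds at 1:260 dilution of DMSO stock. Lysed, then beta-galactosidase activity read as FDG fluorescence (ex 480/em 540) after 30 min, with pre-read for autofluorescence.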
Mito fusion yeast = inhibitors of mitochondrial division or activators of mitochondrial fusion; Potency, µM (top dose mostly 46.1 µM), for inactives: at the top dose growth rescue (activation), usual class: activators; AID 485298; 320,000 compounds, 0.23% hits; S. cerevisiae fusion-defective mutant growth rescue, CellTiterGlo 48 h;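 note: potency is the fitted concentration of half-maximal effect; % of control where 0% means no effect; nearly all actives have a fitted effect of over 45% in size; temperature-sensitive fusion mutants such as fzo1-1 at 37 °C on non-fermentable ethanol glycerol medium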
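Yeast fusion mutant, YPEG (non-fermentable carbon), compound, 48 h at 37C non-permissive; CellTiterGlo added, 10 min RT, luminescence read. Rescued growth = division inhibition.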
TSHR antagonist = blocks TSH signaling through the human TSH receptor; P16473; TSHR-expressing cells, TSH-stimulated cAMP HTRF, 2 h; hits give low values; activity change, negative = inhibition, % at 11.5 µM; 330,000 compounds, 0.2% hits;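 active = activity change below a set negative limit, meaning inhibition stronger than a set level, cut at about -70% in these data; inconclusive = activity change between two set negative limits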; note: % is set by controls: 0 for no effect and ±100 for the full control effect
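Cell-based HTRF cAMP assay; TSHR cells + compound, TSH EC80 (4nM final), 2 h, 37 deg C. Lysis with anti-cAMP cryptate and cAMP-d2, 30 min RT, read 665/620 nm.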
TCR act = activators of T cell receptors; primary human leukocytes, anti-CD3, IL-2 HTRF, 48 h; Potency, µM (titrated, usually from 9.22 µM), without a hit: at the top dose activation of IL-2 secretion, actives largely listed as activators; 330,000 tested, under 10 active; AID 504894; note: % of control where 0% means no effect
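1) Mix primary human leukocytes, a-CD3 beads and compound. 2) Incubate 48 hr. 3) Add HTRF IL-2 reagents (a-IL-2-K, a-IL-2-d2).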
TSG101-PTAP inh = blocks PTAP/TSG101 interaction to inhibit HIV-1 budding | Q99816 | 340,000 tested, under 10 active | Fluorescence polarization, FITC-PTAP peptide / Tsg101 binding | Potency, µM (titrated, usually from 115 µM), for the others: at the highest dose activity change, negative = inhibition, usual class: inhibitors; active = well fitted inhibition curve with a large enough effect in the main read-out, with a control signal flat, not every such curve was filed as active; inconclusive = small, poorly fitted or top-dose-only effect, or effect the other way, or a change in a side signal; inactive = no such curve, though single readings can be large or run the other way; note: potency is the fitted concentration of half-maximal effect; % of control where 0% means no effect
Target sequence (Q99816 whole entry, looked up): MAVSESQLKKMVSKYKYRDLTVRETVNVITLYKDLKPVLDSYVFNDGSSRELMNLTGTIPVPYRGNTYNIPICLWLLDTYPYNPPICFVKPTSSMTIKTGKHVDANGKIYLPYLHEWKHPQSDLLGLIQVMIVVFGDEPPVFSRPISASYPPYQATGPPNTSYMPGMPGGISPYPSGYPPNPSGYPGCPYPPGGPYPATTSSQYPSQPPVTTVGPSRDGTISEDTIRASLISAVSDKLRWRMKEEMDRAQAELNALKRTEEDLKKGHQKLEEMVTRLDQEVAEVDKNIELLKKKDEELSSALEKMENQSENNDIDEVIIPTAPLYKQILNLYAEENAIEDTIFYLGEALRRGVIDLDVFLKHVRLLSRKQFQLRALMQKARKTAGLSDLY
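Tsg101 binding domain (10 uM final) was mixed with compound and a FITC-labeled PTAP peptide (50 nM final) in HEPES pH 7.5 buffer with NaCl, Tween 20, EDTA and TCEP; fluorescence polarization was read after 20 min at r.t.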
* marks the source's active call; other numbers are inactive results; u = inconclusive; x = no result given; [ ] = another dose, or the depositor's remark. Unless noted, calls come from the whole dose curve; as a rule, active = well fitted curve in the direction sought with a large enough effect; inconclusive = small, poorly fitted or top-dose-only effect, or another doubt; inactive = no such curve, though single readings can be large; an effect the other way counts as inactive or inconclusive.

No. | mol | Integrin act MD | Tb PFK inh | Mito fusion yeast | TCR act | Eya2 inh | BCR signal inh | AT treatment | TSHR antagonist | ELG1 DNA repair | ASM inhibitor | TSG101-PTAP inh
1 | CCOC(=O)C1CCCN(Cc2c(C(=O)N3CCCCC3)nc3c(C)cccn23)C1 (stereo not drawn) | -20% | 1% | -2% | 7% | 6% | -9% | 0% | 6 | 8% | 7% | -1%
2 | O=C(NCCCN1CCOCC1)c1c(O)c2ccccc2[nH]c1=O | -1% | 1% | -10% | x | 11% | 8% | 7% | -4 | 19% | 5% | -6%
3 | CC(C)=CC(=O)OCC(=O)Nc1ccc(Cl)cn1 | -5% | 4% | -1% | 5% | 1% | u | 0% | 15 | 0% | 0% | -4%
4 | CC(=O)Nc1ccc(S(=O)(=O)NCC(=O)OC(C)c2ccccc2Cl)cc1 (stereo not drawn) | 0% | 1% | -3% | 3%[46.1 µM] | 7% | u | -11% | 10 | -9% | 7% | -6%
5 | Cn1cc(CCC(=O)N2CCCC(C(=O)c3ccc(C(C)(C)C)cc3)C2)cn1 (stereo not drawn) | -34% | 1% | 7% | 4% | -17% | u | -1% | 9 | -14% | -1% | 0%
6 | COc1ccc(NS(=O)(=O)c2ccc(NC(=O)c3ccc(N(C)S(C)(=O)=O)cc3)cc2)cc1 | -38% | -2% | -2% | 0%[46.1 µM] | -8% | 1% | 0% | -21 | u | -14% | 0%
7 | NC(=O)CC(NC(=O)Cc1ccc(Br)cc1)c1ccc(NCCc2ccccc2F)c([N+](=O)[O-])c1 (stereo not drawn) | -6% | 5% | 3% | 1% | 0% | -6% | -23% | -2 | -1% | -13% | -1%
8 | O=C(NC(=S)NCc1cccnc1)c1ccccc1 | 0% | 0% | -6% | -4%[46.1 µM] | 1% | u | -5% | -7 | 5% | 1% | -3%
9 | O=C(CSc1nnnn1-c1ccc(Cl)cc1)NNC(=O)c1ccc([N+](=O)[O-])cc1 | -6% | 6% | -4% | 0%[46.1 µM] | -3% | -3% | 10% | 6 | -1% | -1% | -4%
10 | CC(=O)OC1(C(F)(F)F)Oc2ccccc2NC1=O (stereo not drawn) | 18% | -12% | -1% | -4% | 1% | 3% | -9% | 6 | -1% | 7% | -8%
11 | CNC(=S)Nc1ccc(C)cc1 | 13% | 0% | -25% | 1%[46.1 µM] | 4% | 2% | 2% | -2 | -4% | 10% | -1%
12 | CSC(=S)N/N=C/c1c[nH]c2ccccc12 | 4% | 1% | -20% | -4%[46.1 µM] | -19% | -5% | -13% | -12 | u | -7% | -3%
13 | Cc1cc(C(=O)N2CCCC(Nc3ccccc3)C2)c2ccc(F)cc2n1 (stereo not drawn) | -17% | -4% | -11% | -3% | 6% | 1% | -2% | -1 | 2% | 2% | -9%
14 | COc1ccc(-c2nnc(SCc3ccccn3)n2C)cc1 | 10% | 0% | -1% | -4%[46.1 µM] | 2% | -1% | x | -1 | u | -1% | -2%
15 | COc1cccc(-c2nc(CS(=O)(=O)CC(=O)NC3CCC(C)CC3)c(C)o2)c1 (stereo not drawn) | -27% | -3% | u | 10% | 2% | -4% | 2% | 1 | 4% | -10% | 1%
16 | O=c1[nH][nH]c(=O)c2c(NS(=O)(=O)c3ccccc3)cccc12 | 20% | 1% | 6% | 1% | -2% | -11% | 2% | -7 | u | 45% | 0%
17 | COc1ccc(NC(=O)C2CCCN2C(=O)NCc2ccccc2)c(OC)c1 (stereo not drawn) | 2% | 3% | 7% | x | -4% | 0% | 10% | -3 | 2% | 1% | -8%
18 | C#CCOC(=O)/C(=C/c1ccc(F)cc1)NC(C)=O | -15% | 7% | 2% | -2%[46.1 µM] | -23% | u | 12% | 2 | 7% | 0% | -8%
19 | COc1ccc(NC(=O)N2CCCC2C(=O)Nc2ccccc2)cc1 (stereo not drawn) | 4% | 6% | -3% | -1% | -1% | 2% | -6% | 23 | 11% | -3% | -1%
20 | C=CCn1cc(/C=N/NC(=O)COc2cccc3cccnc23)c2ccccc21 | -11% | 0% | -8% | -2%[46.1 µM] | -3% | -6% | -3% | 12 | -39% | -2% | 25%
21 | CC(=O)C1=C(C)NC2(O)c3ccccc3C(=O)C12O (stereo not drawn) | 6% | 1% | 5% | -4% | -27% | 5% | -4% | 13 | -1% | 0% | 1%
22 | O=c1nc2c(-c3ccccc3F)n[nH]n2c2ccccc12 | 13% | 0% | 3% | -4% | -22% | u | -6% | 8 | u | 6% | 2%
23 | COc1ccc(-n2ncc3c(NCc4ccc5c(c4)OCO5)ncnc32)cc1 | -3% | -8% | -1% | 3% | -6% | u | 2% | 5 | u | -11% | -3%
24 | Cc1cccc(C(=O)NCC(=O)NC(C)c2ccc(-n3ccnc3)cc2)c1 (stereo not drawn) | 14% | -4% | -1% | -2% | 4% | -4% | 0% | -4 | -1% | 0% | -1%
25 | CCCOc1ccc(N2C(=O)CC(N3CCC(c4nncn4CC)CC3)C2=O)cc1 (stereo not drawn) | 3% | x | -19% | -7% | x | x | x | x | x | -2% | -3%
26 | CCOc1ccc(NC(=O)CC2CC(C)(C)OC2=O)cc1 (stereo not drawn) | 30% | 3% | 1% | -3% | -9% | -3% | -4% | 9 | 5% | -2% | 3%
27 | O=S(=O)(c1ccc(Cl)cc1)N1CCCC(C(F)(F)F)C1 (stereo not drawn) | -22% | 4% | 2% | -1% | 3% | 1% | 7% | -5 | -6% | 1% | -6%
28 | COc1ccc(C(=O)CC2SC(N)=NC2=O)cc1 (stereo not drawn) | 2% | 5% | 1% | 0% | 13% | 3% | 5% | 3 | 21% | 6% | 0%
29 | Cc1cc(C)nc(Nc2n[nH]c(-c3ccccc3C)n2)n1 | -12% | -10% | -7% | 2% | -3% | u | 5% | -5 | u | 3% | 0%
30 | Nc1nc(SC23CC4CC(CC(C4)C2)C3)ns1 | 15% | -12% | 19% | -4% | u | -1% | -3% | 5 | 25% | 2% | -2%
31 | COc1ccc(N2CC(C(=O)N3CCC(c4nc5ccccc5[nH]4)CC3)CC2=O)cc1 (stereo not drawn) | 0% | -4% | -2% | -14% | 3% | u | 5% | 1 | 13% | x | -5%
32 | CN(C)C(CNC(=O)CCOc1ccccc1)c1ccco1 (stereo not drawn) | 16% | 13% | -3% | -37% | 9% | 5% | -1% | -2 | -3% | 18% | -6%
33 | CC(=O)c1ccc(NC(=O)c2ccc3c(c2)C(=O)N(c2ccccn2)C3=O)cc1 | 0% | 0% | -6% | 7% | 8% | -1% | -6% | -13 | 18% | -4% | -3%

Some of these compounds in order of number of heavy atoms, ascending:
No. | mol | Integrin act MD | Tb PFK inh | Mito fusion yeast | TCR act | Eya2 inh | BCR signal inh | AT treatment | TSHR antagonist | ELG1 DNA repair | ASM inhibitor | TSG101-PTAP inh
32 | CN(C)C(CNC(=O)CCOc1ccccc1)c1ccco1 (stereo not drawn) | 16% | 13% | -3% | -37% | 9% | 5% | -1% | -2 | -3% | 18% | -6%
17 | COc1ccc(NC(=O)C2CCCN2C(=O)NCc2ccccc2)c(OC)c1 (stereo not drawn) | 2% | 3% | 7% | x | -4% | 0% | 10% | -3 | 2% | 1% | -8%
33 | CC(=O)c1ccc(NC(=O)c2ccc3c(c2)C(=O)N(c2ccccn2)C3=O)cc1 | 0% | 0% | -6% | 7% | 8% | -1% | -6% | -13 | 18% | -4% | -3%
